LGR2 inh: Drosophila LGR2 receptor signaling inhibition; HEK293 LGR2, CRE-luciferase, bursicon-stimulated, 4 h; AID 720647; inhibition, % at 9.99 µM; 380,000 compounds, 0.35% hits;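 active = drop in luminescence signal, shown as inhibition above about 50% in the replicate tests, limit read from the data, passing the limit was not always enough; inconclusive = probably only some replicates passing the limit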;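 also: agonist challenge used bursicon conditioned medium at about half maximal strength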
ARNT-TACC3 inh: disrupts binding between human ARNT and TACC3; Q9Y6A5; AlphaScreen His-ARNT PAS-B/GST-TACC3 binding, luminescence; TACC3 fragment carries E629A point mutation; inhibition, % at 9.99 µM; 390,000 compounds, 0.66% hits;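 active = mean inhibition of replicates at least 50% and at least half of replicates each reaching 50%; inconclusive = half or more replicates reach 50% but mean below 50%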;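 also: 0% = complete ARNT plus TACC3 wells and 100% = ARNT alone without TACC3; many hits fall short of the cut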
* = called active by the depositor; u = inconclusive. Only part of the results is shown (hit frequency here may not be typical).

SMILES | LGR2 inh | ARNT-TACC3 inh
O=C(NCCOC(=O)c1ccc(C(=O)OCCNC(=O)c2cccnc2)s1)c1cccnc1 | -5.0 | -6.8
COc1ccccc1C(c1nnnn1C1CCCC1)N1CCN2CCCC2C1 (stereo unspecified) | 0.0 | 4.0
O=C(Nc1ccc2c(c1)OCO2)c1noc2c1CCCCC2 | 16.4 | -9.2
Cn1c(=O)c2c(ncn2Cc2cccc(Cl)c2)n(C)c1=O | 6.9 | -18.7
CC(/C=C/c1ccc(Cl)o1)=C\C(=O)O | 14.5 | -10.3
CC(=O)Nc1ccc(NC(=O)N2CCCCC2)cc1 | 2.1 | 1.1
Cc1ccc(C(=O)Nc2c(-c3cccs3)c(=O)c3ccccc3n2C)cc1 | 11.6 | -2.6
O=C(O)c1ccc(-c2ccccc2C(F)(F)F)o1 | 7.4 | -7.2
Cc1ccc(NC(=O)c2ccccc2N(C)S(C)(=O)=O)cc1C | -8.7 | 2.6
CCC(=O)n1nc(-c2ccc(OC)cc2)nc1N | 1.5 | -0.8
COc1ccc(C(C(=O)NC2CCCC2)N(C(=O)c2ccoc2C)c2ccc(C)cc2)cc1 (stereo unspecified) | 9.4 | 2.1
Cc1ccccc1C(=O)N1CCC(C(=O)O)CC1 | 4.0 | -12.6
O=C(N/N=C/c1nn(-c2ccccc2)cc1-c1ccccc1)c1ccncc1 | -43.7 | -6.9
CC(CCc1ccccc1)NC(=O)C1CCN(S(=O)(=O)N2CCOCC2)CC1 (stereo unspecified) | -3.2 | -0.9
O=C(CSc1nnc2ncccn12)N1CCCCCC1 | 2.5 | -0.5
CC(=O)N1N=C(c2ccccc2O)OC1(C)CC(=O)Nc1ccccc1 (stereo unspecified) | 37.2 | 1.3
O=C(CN1C(=O)C2CC=CCC2C1=O)NCc1ccc2c(c1)OCO2 (stereo unspecified) | -9.6 | -0.8
Cc1[nH]cnc1CSCc1ccc(F)cc1 | 2.3 | 5.2
CCCC(=O)Nc1ccc(C(=O)N/N=C/c2cccnc2)cc1 | 4.9 | 5.0
CC1=CCC2C(=O)N(c3ccc(C(=O)N4CCCCCC4)cc3)C(=O)C2C1 (stereo unspecified) | -8.6 | 0.6
Cc1c(NC(=O)c2cc(-c3ccc4c(c3)OCO4)on2)c(=O)n(-c2ccccc2)n1C | 13.6 | -7.9
Cn1c(SCc2ccccc2)nnc1-c1cnccn1 | 20.7 | 4.7
Cc1cccc(-n2ncc3c(N4CCCC4)ncnc32)c1 | 36.3 | 0.5
O=C(CSc1nnc(Cc2ccccc2)n1Cc1ccccc1)NCc1ccco1 | -11.8 | -7.4
CCOC(=O)c1c(C)[nH]c(C)c1C(=O)COC(=O)c1ccccc1O | -3.5 | 6.2
CCC(=O)Nc1c(C(=O)N2CCN(c3ccccn3)CC2)cnn1-c1ccc(Cl)cc1 | 4.3 | -9.4
COC(=O)NC1CCS(=O)(=O)C1 (stereo unspecified) | 0.7 | -1.9
CCc1c(C)sc(NC(=O)c2cnn3cccnc23)c1C#N | -2.5 | 4.4
CC1C(=O)CCN(C(C)(C)C)C1C (stereo unspecified) | -8.0 | 4.4
CCN(CC)c1nc2ccccc2nc1C(C#N)C(=O)NCCCOC (stereo unspecified) | -24.5 | 16.8
C=CCn1c(O)c(N=NC(=S)Nc2cccc(OC)c2)c2ccccc21 | 4.2 | -7.2
Nn1c(SCC(=O)NC(=O)NCc2ccco2)nnc1-c1ccc(OC(F)F)cc1 | 3.1 | -1.2
COc1ccccc1NC(=O)c1ccc(NC(=O)COC(=O)C2CC2C)cc1 (stereo unspecified) | 15.4 | -2.4
Cc1ccc(Nc2nnc(C(C)(C)C)c(=O)n2N)cc1 | 0.1 | -6.5
CC(NS(C)(=O)=O)C(c1cccs1)N1CCN(C)CC1 (stereo unspecified) | 19.4 | -3.1
Cc1sc(NC(=O)C(C)C)c(C(=O)Nc2ccccc2)c1C | 13.0 | -2.4

Brought forward from above: 2 entries, followed by the next part.
SMILES | LGR2 inh | ARNT-TACC3 inh
CC(NS(C)(=O)=O)C(c1cccs1)N1CCN(C)CC1 (stereo unspecified) | 19.4 | -3.1
Cc1sc(NC(=O)C(C)C)c(C(=O)Nc2ccccc2)c1C | 13.0 | -2.4
COc1ccc(CCNC(=O)C2CCN(S(=O)(=O)N3CCOCC3)CC2)cc1OC | 30.5 | -1.7
O=C(c1cc(-c2ccc(Cl)cc2)n(-c2ccc(Cl)cc2)n1)N1CCOCC1 | 0.4 | 2.4
O=C(Nc1ccc(Cl)c(Cl)c1)OCc1cncs1 | -44.2 | -0.4
Clc1ccc(OCCN2CCCCC2)c(Cl)c1 | -25.4 | 13.6
Cc1nnc(C)n1/N=C/c1ccc(-c2ccccc2)cc1 | -26.0 | -25.1
CC(=O)CCc1c(C)[nH]c2ccc(NC(C)=O)cc2c1=O | -3.3 | 3.2
COc1ccc(S(=O)(=O)NC(CC(=O)NCC2CCCO2)c2ccco2)cc1 (stereo unspecified) | -13.4 | -0.6
CCn1c(C(=O)N2CCC(Cc3ccccc3)CC2)cc2sccc21 | 2.8 | 1.7
CC1(C)CC(=O)N(CC(=O)O)c2ccccc2S1 | 3.8 | -8.5
Nc1nc(N)nc(-c2ccccn2)n1 | 2.3 | 63.6*
O=C(CSc1nnc(-c2ccc(O)cc2)n1-c1ccccc1)CC(=O)Nc1ccccc1 | 28.3 | -5.5
CCc1c(C)nc2ncnn2c1N1CCC(C(=O)Nc2ccc(C)cc2)CC1 | -0.5 | 28.2
CC1CCCCC1NC(=O)COn1nnc2ccc(Cl)cc21 (stereo unspecified) | 1.0 | -3.9
O=S(=O)(CC(O)COc1ccccc1Cl)c1ccccc1 (stereo unspecified) | -3.8 | -2.8
COCCOc1cc(Nc2nnc(C(F)(F)F)s2)c(Cl)cc1Cl | 3.3 | -11.5
O=C(Nc1ccc(N2CCN(C(=O)c3ccc(Cl)cc3)CC2)cc1)c1cc2ccccc2o1 | u | -2.0
CN(C1CCCCC1)S(=O)(=O)c1ccc(NC(=O)CCC(=O)O)cc1 | 4.8 | -1.7
O=C1OC(c2ccccc2)/C(=C(/O)c2ccccc2)C1=O (stereo unspecified) | -7.0 | -2.7
CCCc1nn(C)c2c1C(c1ccncc1)C(C#N)=C(N)O2 (stereo unspecified) | 17.0 | 1.7
Nc1c(C(=O)Nc2ccccc2F)sc2nc(-c3ccco3)ccc12 | 9.1 | 0.6
O=C(Nc1nc2c(s1)CCCC2)c1ccc(Br)o1 | -35.4 | 0.0
Cn1cnc(S(=O)(=O)NCc2cccs2)c1 | -15.1 | -1.2
Cc1cc(NC(=O)CCC(=O)N(CCC(C)C)C(C(=O)NC2CCCC2)c2cccnc2)no1 (stereo unspecified) | -8.9 | -23.2
CCOC(=O)Cn1nc(CC)c2ccccc2c1=O | 1.9 | -0.3

Structures listed so far with a CF3 group, in the order listed:
SMILES | LGR2 inh | ARNT-TACC3 inh
O=C(O)c1ccc(-c2ccccc2C(F)(F)F)o1 | 7.4 | -7.2
COCCOc1cc(Nc2nnc(C(F)(F)F)s2)c(Cl)cc1Cl | 3.3 | -11.5

5 structures already listed, arranged by SMILES length, high to low:
SMILES | LGR2 inh | ARNT-TACC3 inh
O=C(CSc1nnc(Cc2ccccc2)n1Cc1ccccc1)NCc1ccco1 | -11.8 | -7.4
COCCOc1cc(Nc2nnc(C(F)(F)F)s2)c(Cl)cc1Cl | 3.3 | -11.5
O=C1OC(c2ccccc2)/C(=C(/O)c2ccccc2)C1=O (stereo unspecified) | -7.0 | -2.7
CC(/C=C/c1ccc(Cl)o1)=C\C(=O)O | 14.5 | -10.3
CC1C(=O)CCN(C(C)(C)C)C1C (stereo unspecified) | -8.0 | 4.4

Additional results follow:
SMILES | LGR2 inh | ARNT-TACC3 inh
COC(=O)CN(C(=S)Nc1ccc(Cl)cc1)C1CC(=O)N(c2ccc(OC)cc2)C1=O (stereo unspecified) | 8.3 | -5.8
CCOC(=O)N1CCC(Nc2c(NCCCOC)c(=O)c2=O)CC1 | 4.5 | 4.3
O=C(CC(c1ccco1)S(=O)(=O)c1ccccc1)c1ccc(F)cc1 (stereo unspecified) | -21.3 | 0.1
c1ccc(-c2ccnc3nc(-n4cccc4)nn23)cc1 | -13.1 | 3.9
COc1ccc(C(=O)NC(=S)Nc2nc(C)c(C(=O)N(C)C)s2)cc1 | 20.1 | -4.5
CC(NS(=O)(=O)c1ccc(F)cc1)C(=O)NCc1ccncc1 (stereo unspecified) | -10.0 | -10.3
Cc1ccccc1OCC(=O)NCCC(=O)O | 0.4 | 3.8
CCOC(=O)c1ccc(CNC(=O)C(Cc2c[nH]c3ccccc23)NC(C)=O)o1 (stereo unspecified) | 6.7 | -2.2
O=C(Nc1cccc(C(=O)N2CCOCC2)c1)c1cccnc1 | 13.4 | -2.0
CC(=O)Nc1ccc(S(=O)(=O)Nc2ncccn2)cc1 | 3.5 | -3.2
O=C1NC(=S)N/C1=C/c1cccc([N+](=O)[O-])c1O | 16.9 | 12.1
CC(Sc1ccccn1)C(=O)Nc1ccccc1 (stereo unspecified) | -29.2 | -0.3
COC(=O)c1ccc(-c2nc3cc(N)ccc3o2)cc1 | -6.2 | -17.4
CC(=O)OC(C(=O)Nc1ccccc1)C(C)S(=O)(=O)c1ccccc1 (stereo unspecified) | 15.2 | -3.6
CCN1C(=O)/C(=C2\C=Cc3cc(C)ccc3N2CC)OC1=S | -35.6 | 5.2
Cc1ccc2c(c1)CC1(CN2C)C(=O)OC(C)(C)OC1=O | 30.7 | -12.5
CCCn1cnc2sc(CC)cc2c1=O | 0.1 | -5.0
O=C(Nc1nncs1)c1cccnc1Cl | 4.9 | -3.0
Brc1ccccc1-c1nnc2sc(-c3ccc4c(c3)OCCO4)nn12 | -11.2 | -14.9
CC1CC(Nc2ccccc2)c2ccccc2N1C(=O)c1cccnc1 (stereo unspecified) | 10.1 | 2.8
COc1ccc(-n2nnc3c(=O)n(CC(=O)N4CCCC4)cnc32)cc1 | -18.1 | -7.6
OCc1ccccc1OCCOc1ccc(Cl)c2cccnc12 | -18.8 | -4.1
COc1cccc(NC(=O)CSc2nc3c(c(-c4ccco4)c2C#N)CCCC3)c1 | 3.6 | -2.8
CCc1ccc(-n2c(=O)c3c(C)c(C(=O)N(C)C)sc3n(CC(=O)NCc3ccco3)c2=O)cc1 | 6.5 | 2.3
COc1ccc(-n2c(SCC(=O)N3CCCCC3)nc(O)cc2=O)cc1 | 6.5 | 1.6
CC12CCC(c3c(C(=O)Nc4nccs4)nn(-c4ccccc4)c31)C2(C)C (stereo unspecified) | 19.8 | -4.2
CCCCOc1ccc(S(=O)(=O)Nc2cc(OC)ccc2OC)cc1 | -8.5 | -0.3
CNC(=O)C(=O)NCCc1ccc(Cl)cc1 | -0.5 | -8.0
CCOC(=O)c1sc(=S)n(C)c1NC(=O)c1ccccc1 | 28.8 | -5.4
COc1ccc(C)cc1NC(=O)C1CCCN1C(=O)OCc1ccccc1 (stereo unspecified) | 4.1 | -1.1
CCN(CC)S(=O)(=O)N1CCC(C(=O)NCCN2CCOCC2)CC1 | -2.6 | 5.1
O=C(Nc1ccccc1-c1nnn(CC(=O)N2CCCc3ccccc32)n1)c1ccco1 | 4.8 | 3.4
CC(=O)c1c(C)[nH]c(C(=O)OCC(=O)N(C)C)c1C | 8.7 | -2.6
COc1cc(CNCCCN2CCOCC2)ccc1OCC(=O)Nc1cccc(C(F)(F)F)c1 | -38.1 | 4.1
CCOC(=O)c1c(NC(=O)CSc2nnnn2C)sc(C)c1-c1ccc(C)cc1 | 40.4 | 34.0
Cc1ccc(COn2c(-c3ccc(Cl)cc3Cl)nc3ncccc32)cc1 | 8.6 | -2.1
CC(=O)c1cccc(NC(=O)Nc2ccc3c(c2)N(C)C(=O)CS3)c1 | 5.2 | -2.3
CC(C)c1nc2ccccc2n1CCC(=O)O | 0.8 | -3.0
CN(C)/C(CN1CCN(C=O)CC1)=C1\N=C(c2ccccc2)OC1=O | 0.6 | -1.7
CCN(CC(=O)Nc1cccc(C(C)=O)c1)S(=O)(=O)c1ccc(OC)cc1 | 9.4 | 0.2
CC(C)[C@H](N)c1nnc(SCC(=O)c2ccc(Cl)cc2)o1 | -3.1 | 7.4
CCc1nnc(NC(=O)c2ccc(S(=O)(=O)NCC(C)C)cc2)s1 | 4.2 | -26.0
CCc1nnc(NC(=O)CSc2ccc(-c3nc4ccc(C)cc4[nH]3)cn2)s1 | -63.2 | -9.6
CCOC(=O)C1=C(C)N(C)C(=O)NC1c1ccc(C)s1 (stereo unspecified) | 3.6 | -6.6
Cc1cc2oc(=O)cc(CSc3nnc(-c4cccs4)o3)c2cc1C(C)C | 23.8 | -3.4
CN(C)S(=O)(=O)c1c(Cl)cccc1Cl | -7.0 | 0.0
O=[N+]([O-])c1ccc(C(=S)N2CCN(Cc3ccccc3)CC2)cc1 | -18.4 | 8.9
CCCc1cc(=O)[nH]c(SCC(=O)c2cc(C)n(C3CC3)c2C)n1 | -6.3 | -9.4
Clc1ccc(Cc2noc(CN3CCN(c4ccccc4)CC3)n2)c(Cl)c1 | 20.6 | -0.6
O=C(Nc1nc(-c2ccccc2)cs1)C1CCCN(S(=O)(=O)c2ccccc2)C1 (stereo unspecified) | 25.6 | 0.6
CC1=CC(C)(C)N(C(=O)CSc2ncn[nH]2)c2ccc(C)cc21 | -1.6 | 5.0
Cc1nc(N2CCCC2)c2nnn(Cc3ccccc3Cl)c2n1 | 0.1 | -1.4
O=C(NCCN1CCOCC1)c1cc2cc(Br)ccc2oc1=O | 1.4 | -15.5

Screens as filed in PubChem.
